# p53ts 32C tox: qHTS Screen for Compounds that Selectively Target Cancer Cells with p53 Mutations: Cytotoxicity of p53ts Cells at the Permissive Temperature | Potency, µM (series often up to 46.1 µM), for inactives: at the top dose activity change, negative = cytotoxicity, most hits filed as cytotoxic | H1299-p53A138V at 32C, ATP luminescence viability, 24 h | 0.93% of 130,000 active;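 also: 0% = DMSO and -100% = full killing by reference compound; nearly all actives have a fitted effect of over 55% in size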
#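 Viability by ATPlite luminescence after 24 h compound treatment (up to 46 uM) at the permissive 32C. Cells are H1299 carrying p53 A138V. Scale runs from DMSO basal to 100 uM tamoxifen as full kill; AC50 from Hill fits.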
# IkB sig inh: IkB Signaling | Potency, µM (top dose mostly 57.1 µM), inactives show at the top dose IkBa stabilization activation | 0.04% of 110,000 active | ABC-DLBCL IkBa-CBG/CBR dual luciferase ratio, 4 h; response scale: scaled: untreated 0%, proteasome inhibitor 100%; active = well fitted curve in the direction sought with a large enough effect in the signal ratio, not every such curve was filed as active; inconclusive = small, poorly fitted or top-dose-only effect, or a change in a side signal; the % refers to the signal ratio;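 also: the direction sought is a rising ratio; 0% = basal untreated cells and 100% = reference inhibitor full response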
#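 Curves were fitted separately to fusion (green), unfused (red) and ratio luminescence, then classed by r2, magnitude and activity. Cells: OCI-Ly3, 4 h compound plus doxycycline at 37C; 10 uM MG-132 defined full response.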
# Peg3 imprint: qHTS Assay for Compounds that Induce Erasure of Genomic Imprints; mouse ES Peg3-LacZ reporter, beta-gal luminescence, 40 h; Potency, µM (top dose mostly 60.7 µM), for the others: at the top dose activity change, positive = activation, actives largely listed as activators; 0.02% of 110,000 active;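 also: 0% = negative control wells on the plate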
#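 Each well holds 300 Peg3LacZ-Neo (maternal) female ES cells incubated 40 h at 37C, 5% CO2. LacZ is measured by BetaGlo luminescence, with AC50 and maximum efficacy derived from dose-response curves.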
# p53ts 39C tox: qHTS Screen for Compounds that Selectively Target Cancer Cells with p53 Mutations: Cytotoxicity of p53ts Cells at the Nonpermissive Temperature; Potency, µM (series often up to 46.1 µM), without a hit: at the highest dose activity change, negative = cell killing, usual class: cytotoxic; 1.5% of 130,000 active; H1299-p53A138V viability at 39C, ATP luminescence, 24 h; also: nearly all actives have a fitted effect of over 55% in size
# Starred values were filed as active, the others as inactive; ? = inconclusive; / = not tested or not shown; [ ] = remark or other dose. Unless noted, calls follow the shape of the dose curve; as a rule, active = well fitted curve in the direction sought with a large enough effect; inconclusive = small, poorly fitted or top-dose-only effect, or another doubt; inactive = no such curve, though single readings can be large; an effect the other way counts as inactive or inconclusive. Unless noted, % is scaled to controls: 0 for no effect and ±100 for the full control effect; potency is read from the fitted curve at half-maximal effect. An unsorted share of the library. About 1.7% of those tested had a hit in this group.
molecule	p53ts 32C tox	IkB sig inh	Peg3 imprint	p53ts 39C tox
CC1CCCCN1CCCNC(=O)c1ccc2c(c1)sc1nc(-c3ccc(F)cc3)cn12 (stereo not drawn)	-3%	?	-11%[10.9 µM]	18%
Cc1ccc(-n2nc(-c3ccco3)cc2C(=O)NCc2cccnc2)cc1	-3%	4.7%	-24%	0%
CC(=O)N1CCC2(CC1)OC(=O)C(C)=C2C(=O)NCc1cccc(Cl)c1	3%	0.1%	-12%[10.9 µM]	6%
COc1ccc(NC(=O)CSc2nnc(Cc3cccn3C)n2CCc2ccccc2)c(OC)c1	2%	1.5%	-14%	5%
CCOC(=O)c1ccccc1NC(=O)Cn1c(=O)n(Cc2ccccc2)c(=O)c2c(C)c(C)sc21	-3%	0.3%	-3%[10.9 µM]	7%
CCCC(=O)Nc1nnc(Cc2ccccc2)s1	2%	-2.6%	0%	2%
Cc1nn(-c2ccccc2)c(C)c1C(=O)OCC(=O)N1CCN(S(=O)(=O)c2ccccc2)CC1	-2%	?	1%	-6%
Cc1ccccc1-n1nc2c(c1NC(=O)c1c(-c3ccccc3Cl)noc1C)CSC2	6%	0.4%	-23%	4%
CC1=NOC2(C1)N(C)c1ccccc1C2(C)C (stereo not drawn)	13%	0.0%	0%	14%
O=C(NCc1ccccn1)c1ccc(Cn2cc(Br)cn2)o1	-1%	-2.4%	0%	6%
Cc1ccc(Cn2nnc3c(=O)n(Cc4ccccc4C)cnc32)cc1	11%	1.7%	0%	9%
NC(=O)C1(N2CCCCC2)CCN(C(=O)Nc2ccc(F)cc2F)CC1	7%	-0.1%	-9%[10.9 µM]	-14%
Cn1nc(-c2ccc(OCC(=O)NCC3CCCO3)cc2)c2ccccc2c1=O (stereo not drawn)	1%	0.7%	-3%	9%
COc1ccc(NC(=O)N2CCN(S(C)(=O)=O)CC2)cc1OC	-7%	0.8%	-2%	7%
COc1ccc(C(=O)Nn2c(SCC(=O)NCC3CCCO3)nc3ccccc3c2=O)cc1 (stereo not drawn)	-4%	4.1%	-3%	5%

# The list goes on.
molecule	p53ts 32C tox	IkB sig inh	Peg3 imprint	p53ts 39C tox
COc1cccc(Cc2nc3ccccc3nc2SCC(=O)NCCc2ccccc2)c1	11%	?	-9%[10.9 µM]	-2%
CCOc1ccc2nc(NC(=O)Nc3cccs3)sc2c1	16µM*	?	-56%[inhibitor]	10µM*
Cc1ccccc1NC(=O)CCNC(=O)Cn1ccc2ccccc2c1=O	-2%	0.2%	5%[10.9 µM]	6%
CCN(Cc1ccccc1)C(=O)Cn1c(=O)n(-c2cccc(C)c2)c(=O)c2c1c1cc(OC)ccc1n2C	5%	?	-11%[10.9 µM]	?
Cc1ccc2oc(=O)c3cc(C(=O)NCc4ccco4)sc3c2c1	-19%	3.2%	2%	2%
O=C(CSc1nnc(-c2cccs2)n1CC1CCCO1)c1cc2ccccc2o1 (stereo not drawn)	6%	?	-8%	-6%
O=C(CCCn1c(=O)c2cccn2c2cccnc21)NCc1ccc(F)cc1	3%	-0.2%	-17%[10.9 µM]	11%
O=C(Nc1cccc(Cl)c1N1CCCC1)c1ccc(Br)o1	-3%	-0.3%	-18%	-14%
COCCSc1nnc(NC(=O)C2CCCCC2)s1	-7%	-1.2%	-8%	-3%
O=C(NC(=O)c1ccccc1)Nc1ccc(-n2nc(C(F)(F)F)cc2C(F)(F)F)cc1	9%	-0.2%	-5%[10.9 µM]	9%
Cc1cccc(CS(=O)(=O)Cc2ccc(C(=O)NCC3CCCO3)o2)c1 (stereo not drawn)	-14%	-0.9%	3%	0%
CSc1nnc2n(-c3ccccc3)c(=O)c3c4c(sc3n12)CCC4	-5%	-2.7%	-10%	-1%
Cn1nnnc1SCC(=O)Nc1ccccc1N1CCCCC1	-1%	0.1%	-2%	-2%
CCn1c(=O)c2cc(C(=O)Nc3cc(F)ccc3F)sc2c2ccccc21	-2%	?	16%[10.9 µM]	1%
Cc1nn(-c2ccc(F)cc2)c(-n2cccc2)c1C(=O)NCCc1ccc(Cl)cc1	29%	0.7%	-5%[10.9 µM]	?

# New compounds follow.
molecule	p53ts 32C tox	IkB sig inh	Peg3 imprint	p53ts 39C tox
Clc1ccc(CCNc2nc3cc(Cl)c(Cl)cc3n3cnnc23)cc1	3%	?	-10%[10.9 µM]	-8%
Cc1ccc(-c2cc(NC(=O)COc3c(C)cc(C)cc3C)on2)cc1	-5%	?	-8%[10.9 µM]	-15%
O=S(=O)(c1ccc(-c2nnc(SCc3nnc(-c4ccccc4)o3)o2)cc1)N1CCCC1	-3%	5.6%	/	3%
Cc1ccc(NC(=O)Cn2c(-c3nonc3N)nc3ccccc32)cc1C	6%	6.7%	-15%[10.9 µM]	9%
Nc1ccc(Cc2ccc(N)c(C(=O)O)c2)cc1C(=O)O	7%[9.22 µM]	-0.5%[11.4 µM]	?	9%[9.22 µM]
O=C(CSc1nnc(-c2ccccc2)n1-c1ccc(Cl)cc1)NNC(=S)Nc1ccccc1	-11%	/	/	-11%
CN(Cc1cccs1)c1ncnc2sccc12	7%	?	-12%	-11%
Cc1nc(SCC(=O)Nc2ccccc2F)[nH]c(=O)c1Cc1ccccc1	-5%	0.6%	2%[10.9 µM]	1%
Cc1nc(NCCc2cnc[nH]2)c2oc3ccccc3c2n1	-4%	-0.8%	-14%	1%
Cc1cc(C)cc(OCC(=O)Nc2ccc(-c3nc4ccccc4o3)cc2)c1	?	5.6%	-10%[10.9 µM]	2%
Cc1cc(C)cc(C(=O)N2CC(=O)Nc3ccc(C)cc3C2c2ccccc2)c1 (stereo not drawn)	30%	?	-11%[10.9 µM]	-17%
CCOC(=O)c1cc2sccc2n1Cc1ccccc1	-3%	-0.4%	5%	-8%
O=C1/C(=C\c2ccc(-c3ccccc3[N+](=O)[O-])o2)C(c2ccccc2)=NN1c1ccccc1	7%	/	/	0%
CC(C)(/C=N/O)/[N+]([O-])=C/c1ccco1	0%	1.5%	-1%	11%
COc1ccc(N(CC(=O)NC2CCCC2)C(=O)Cn2nnc(-c3ccc(C)cc3)n2)cc1OC	9%	0.3%	-2%	3%

# Arranged by value in IkB sig inh (rising): five of the compounds above.
Molecule | IkB sig inh
Cc1nc(NCCc2cnc[nH]2)c2oc3ccccc3c2n1 | -0.8%
CCOC(=O)c1cc2sccc2n1Cc1ccccc1 | -0.4%
Cc1nc(SCC(=O)Nc2ccccc2F)[nH]c(=O)c1Cc1ccccc1 | 0.6%
O=S(=O)(c1ccc(-c2nnc(SCc3nnc(-c4ccccc4)o3)o2)cc1)N1CCCC1 | 5.6%
Cc1ccc(NC(=O)Cn2c(-c3nonc3N)nc3ccccc32)cc1C | 6.7%

# The listing picks up, starting 2 compounds before the break.
molecule	p53ts 32C tox	IkB sig inh	Peg3 imprint	p53ts 39C tox
CC(C)(/C=N/O)/[N+]([O-])=C/c1ccco1	0%	1.5%	-1%	11%
COc1ccc(N(CC(=O)NC2CCCC2)C(=O)Cn2nnc(-c3ccc(C)cc3)n2)cc1OC	9%	0.3%	-2%	3%
CCc1ccc(NC(=O)CSc2ncc(S(=O)(=O)c3cc(C)ccc3C)c(=O)[nH]2)cc1	-1%	?	-3%[10.9 µM]	-11%
O=C(NCc1ccc(F)cc1)c1cc(Sc2ccc(F)cc2F)nc2ccccc12	-3%	?	-12%[10.9 µM]	-38%
c1ccc(Cc2nn3c(Cn4cnc5ccccc54)nnc3s2)cc1	3%	-3.9%	-15%	11%
CN(C)c1ccc(C(c2nnnn2C(C)(C)C)N2CCc3ccccc3C2)cc1 (stereo not drawn)	-1%	1.4%	9%	8%
Cc1ccc2c(c1)c1c(c(=O)n(Cc3ccccc3)c(=O)n1Cc1cccc(C(F)(F)F)c1)n2C	9%	-1.4%	8%[10.9 µM]	?
CCN(c1cccc(C)c1)c1ncnc2nc[nH]c12	-6%	1.4%	-14%	17%
COc1ccc(C(=O)Nc2cccc(C(=O)N3CCCC3)c2)cc1	-10%	1.7%	-9%	-15%
COC(=O)c1c(NC(=O)C(C)C)sc2c1C(C(=O)OC)CC2 (stereo not drawn)	1%	/	/	14%
Cc1nc2ccccn2c1C(=O)NCc1ccc2c(c1)OCO2	-9%	3.7%	-18%	-10%
O=C1CC(c2ccccc2)C(C(=O)Nc2ccccc2F)N1 (stereo not drawn)	0%	0.4%	4%	-6%
O=C(C1CCN(C2CC(=O)N(c3ccc(F)cc3)C2=O)CC1)N1CCOCC1 (stereo not drawn)	0%	-1.5%	-4%	-1%
COc1ccc(NC(=O)CN2C(=O)c3cccnc3Sc3ccccc32)cc1OC	-7%	?	-11%[10.9 µM]	-18%
Cc1ccccc1NC(=O)CSc1ccc(-c2cccs2)nn1	2%	-1.6%	-10%[10.9 µM]	4%
Cc1c(C(=O)O)oc2ccc(S(=O)(=O)N3CCC(C)CC3)cc12	7%	-1.1%	-4%	-2%
COc1cc(-c2nnn(CC(=O)NC3CCS(=O)(=O)C3)n2)ccc1OCc1ccccc1 (stereo not drawn)	-19%	?	-14%	?

# (more compounds)
molecule	p53ts 32C tox	IkB sig inh	Peg3 imprint	p53ts 39C tox
CCNc1ncc2nc(-c3ccc(F)cc3)c(=O)n(CCC#N)c2n1	2%	-2.5%[11.4 µM]	/	1%
O=C(CCC1N=C2c3ccccc3N=C(SCc3ccccc3F)N2C1=O)NCc1ccccc1 (stereo not drawn)	-18%	?	-19%[10.9 µM]	-12%
COC(=O)c1cc(Br)c(=O)n(Cc2ccc(OC)c(OC)c2)c1	2%	-0.6%	1%	2%
CCc1cnc2c(c1SCC(=O)N1CCC(C)CC1)c(=O)n(C)c(=O)n2C	-12%	-1.7%	9%[10.9 µM]	-8%
CN(C)S(=O)(=O)c1cccc(C(=O)N2CCN(Cc3ccccc3)CC2)c1	1%	-0.1%	?	13%
COc1ccc(OC)c(NS(=O)(=O)c2cc(OC)ccc2OC)c1	4%	-0.7%	4%	-2%
CCN(CC)S(=O)(=O)c1ccc2nc(COC(=O)c3n[nH]c4ccccc34)[nH]c2c1	1%	-1.0%	-14%	1%
COc1cc(NC(=O)CSc2nc3nc(C)c(Cc4ccccc4Cl)c(C)n3n2)cc(OC)c1	7%	0.1%	-12%[10.9 µM]	?
O=C(O)c1ccc(-n2cccc2)cc1O	29%	0.8%	-58%[inhibitor]	-4%
COc1ccc(NC(=O)CCn2nc(-c3ccccc3OC)c3c(C)cc(C)nc32)cc1	9%	?	4%[10.9 µM]	-1%
COC(=O)c1ccc2c(=O)n(CCCCCC(=O)NCc3ccccc3)c(=O)[nH]c2c1	-5%	?	-5%[10.9 µM]	9%
O=C(Nc1ccc2c(c1)OCO2)c1ccc(Br)c(S(=O)(=O)N2CCCC2)c1	-5%	?	-26%	-20%
O=C(CSc1nnc(CNC(=O)c2ccccc2F)o1)c1ccccc1	-5%	2.3%	-11%	8%
CCOc1cc(C(=O)Nc2ccc(-c3cn4cccnc4n3)cc2)cc(OCC)c1OCC	?	?	-12%[10.9 µM]	?
Cc1ccc(C)c(Nc2nc3c(S(=O)(=O)c4ccc(Br)cc4)nnn3c3ccsc23)c1	11%	?	-9%[10.9 µM]	11%

# Remaining list, next part
molecule	p53ts 32C tox	IkB sig inh	Peg3 imprint	p53ts 39C tox
CC(=O)c1ccc(NC(=O)C2CCCN2S(=O)(=O)c2ccc(C)cc2)cc1 (stereo not drawn)	-6%	2.9%	-7%	-3%
O=C(Nc1ccccc1C(F)(F)F)N1CCC(n2c(=O)[nH]c3ccccc32)CC1	1%	-0.1%	-7%	1%
CCN1C2=C(C(=O)CCC2)C(c2ccc(O)c(Br)c2)C2=C1CCCC2=O	-5%	2.3%	0%	1%
COc1cccc(CNC(=O)c2ccccc2N)c1	8%	-0.8%	-14%	14%
Cc1ccc(NC(=O)CCCC(=O)O)c(Br)c1	-6%	1.3%	-2%	0%
CCN(Cc1ccccc1)Cc1c(O)ccc2c(=O)c(-c3ccccc3Cl)coc12	-3%	3.1%	-13%[10.9 µM]	-12%
Cc1cc(C)n2nc(CC(=O)NC3CCCCCC3)nc2n1	-4%	-2.7%	-12%	10%

# Compound activity from PubChem BioAssay.
